HIF-2a block: blocks HIF-2a reporter activity | 786-0 RCC cells HIF-2a reporter, luciferase luminescence, overnight | 360,000 tested, 0.72% active | inhibition, % at 18.8 µM;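 active = inhibition of the luminescence signal of 40% or more relative to plate controls, in a single-dose primary screen at 18.75 µM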
aDG glyco act: alpha-DG glycosylation activation; Pro5-aDG cells, alpha-DG glycosylation AlphaScreen (IIH6); 0% Pro5, 100% B10-LARGE cell signal; activation, % at 10 µM; 360,000 tested, 0.22% active; AID 624168;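 active = activation of at least 8% versus controls, or a plate z-score of at least 8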;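 note: Pro5 are CHO cells carrying HIG-tagged alpha-DG that lacks glycosylation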
CF NFkB block: cystic fibrosis NF-kB activation inhibition; KKLEB NF-kB-GFP reporter, PAF-induced, GFP fluorescence overnight; 360,000 tested, 0.86% active; inhibition, % at 5 µM;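 active = at least 50% inhibition at 5 µM, scaled per plate between neutral and stimulator controls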;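 note: PAF is a Pseudomonas aeruginosa culture filtrate used as stimulus; plate controls were PAF-stimulated DMSO wells for no effect and unstimulated DMSO wells for full effect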
NR2E3 ag-1: agonists of human nuclear receptor NR2E3. AID 2300. 320,000 tested, 0.12% active. GST-NR2E3/biotin-RetCOR TR-FRET, 1536-well. inhibition of corepressor binding, % at 4.78 µM;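 active = percent inhibition above the cutoff of mean plus 3 SD of all tested compounds, set per screening campaign, cut at about 20% in these data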;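 note: 0% = DMSO wells and 100% = biotin wells as full block of FRET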
Target sequence (Q9Y5X4 whole entry, looked up): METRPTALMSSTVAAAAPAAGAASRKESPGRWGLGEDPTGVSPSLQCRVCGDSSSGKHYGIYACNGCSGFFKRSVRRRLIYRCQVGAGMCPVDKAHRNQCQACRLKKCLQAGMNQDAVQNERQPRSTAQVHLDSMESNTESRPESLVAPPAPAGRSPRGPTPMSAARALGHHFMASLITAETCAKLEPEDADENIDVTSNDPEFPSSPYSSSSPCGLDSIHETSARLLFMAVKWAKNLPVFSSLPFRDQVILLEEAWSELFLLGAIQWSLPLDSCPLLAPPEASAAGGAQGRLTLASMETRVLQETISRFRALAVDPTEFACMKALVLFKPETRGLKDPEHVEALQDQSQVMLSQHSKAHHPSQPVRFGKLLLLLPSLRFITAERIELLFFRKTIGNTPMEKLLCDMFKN
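Test system – NR2E3–RetCOR corepressor complex · Quantity – NR2E3 fusion 1.35 nM · Buffer or medium – Tris pH 7.5 · Incubation – Compound–protein incubation for 5 h at 4 °C · Technique – TR-FRET, Eu(K)-anti-GST donor, streptavidin-D2 acceptor, ex 340, em 617/671 nm · Evaluation – percent inhibition of 671/617 nm emission ratio versus biotin and DMSO controls · Plate – 1536-well format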
iPSC survival up: hiPSC single-cell survival enhancement. ATPlite luminescence; 100% = ROCK inhibitor wells, 0% = DMSO. survival enhancement, % at 20 µM. 360,000 tested, 0.044% active. AID 602274; in the data active = survival enhancement above about 18%;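 note: cells exposed to compounds for 16 hours before the ATP read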
KKLEB cytotox: counter-screen for CF NF-kB inhibitors: cytotoxicity; AID 602141; 360,000 tested, 0.36% active; KKLEB CF airway cells viability, ATPlite luminescence, overnight; stronger effect = lower value; cells stimulated with P. aeruginosa culture filtrate; activity change (cytotoxicity), % at 5 µM;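 active = corrected activity change at or below -50% at 5 µM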
TRPM1 prom inh: inhibitors of MITF-driven TRPM1 promoter in melanoma cells | 330,000 tested, 0.83% active | inhibition, % at 12.5 µM | SK-MEL-5 TRPM1 promoter luciferase, 24 h | AID 488899;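 active = mean inhibition across replicates of 60% or more, whatever share of single replicates reaches that level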; note: values of inactives mirror those of a sister screen read the other way
TWEAK-Fn14 inh: inhibitors of TWEAK-Fn14 interaction signaling. TWEAK-stimulated Fn14 reporter cells, luciferase luminescence, 8 h. inhibition, % at 10 µM. 360,000 tested, 2% active. AID 1159606; in the data active = inhibition above about 50%
Peg3 promoter: reduces Peg3 promoter-driven luciferase expression in HeLa. AID 588405. 360,000 tested, 1.7% active. inhibition, % at 20 µM. HeLa PEG-Prom luciferase reporter, luminescence, overnight;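 active = inhibition of at least 50% at 20 µM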
Shn3 3UTR inh: reduces Shn3 3'UTR luciferase signal in osteoblasts; Clone20 osteoblast Shn3 3'UTR firefly luciferase, 24 h; inhibition, % at 12.5 µM; 360,000 tested, 0.52% active; AID 588674;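 active = mean inhibition of at least 75% with every replicate also reaching 75%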;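 note: 0% = median of neutral control wells and 100% = pilot-screen positive control compound; some compounds past the cut are filed as inactive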
NR2E3 ag-2: agonists of human NR2E3 nuclear receptor | CHO-S Gal4-NCOR/VP16-NR2E3 two-hybrid, luciferase | Q9Y5X4 | 360,000 tested, 0.35% active | inhibition of corepressor binding, % at 3.98 µM | AID 602229;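 active = inhibition above the mean of all tested compounds plus 3 SD, cut at about 70% in these data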;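 note: 0% = DMSO with NR2E3 transfected cells and 100% = cells lacking NR2E3 construct; higher means lower luciferase signal from less NR2E3 corepressor binding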
An asterisk follows results filed as active; x = no result given. Rows were taken by chance. About 4.4% of those tested had a hit in this group.

SMILES	HIF-2a block	aDG glyco act	CF NFkB block	NR2E3 ag-1	iPSC survival up	KKLEB cytotox	TRPM1 prom inh	TWEAK-Fn14 inh	Peg3 promoter	Shn3 3UTR inh	NR2E3 ag-2
CCc1ccc(CN(C)C(=O)c2cc(=O)c3ccccc3o2)cc1	-8	0.1	-7	1	-0.2	12	-12	25	9	8	-10
O=C(CN1C(=O)C2CC=CCC2C1=O)Nc1nc2ccc(F)cc2s1 (stereo not drawn)	-35	-0.2	14	5	1.3	3	6	6	-16	-12	-1
Cc1ccc(C2c3[nH]c4ccccc4c3C[C@H]3C(=O)N(c4ccccc4C(=O)NCCN4CCOCC4)C(=O)N23)cc1 (stereo partly drawn)	7	-0.4	7	1	-1.9	-15	6	4	17	-3	-4
COc1c(/C=N/NC(=O)[C@H]2C[C@@H]2c2ccccc2)c(CCN(C)C(C)=O)cc2c1OCO2	21	-0.1	10	-2	-0.5	-1	7	5	18	9	6
O=C1CCC(=O)N1OCCCOc1ccc(Br)cc1Cl	4	-0.1	2	x	0.7	1	-7	-8	-12	-1	-32
Cc1cc(Br)ccc1NC(=O)CN(C)C(=O)C1CSC2(C)CCC(=O)N12 (stereo not drawn)	4	0.0	-1	4	4.8	-11	6	-7	19	2	-15
CCOc1ccccc1NC(=S)NNS(=O)(=O)c1c(C)cc(C)cc1C	6	0.2	-5	2	3.6	4	-4	-2	-4	-7	-6
CCC1(c2ccccc2)NC(=S)N(c2ccc(C)c(C)c2)N1 (stereo not drawn)	-154	0.7	-11	4	-0.5	8	-4	-14	-203	-41	-61
O=C(NCCc1ccccc1)c1cnc2n(c1=O)CCS2	-208	0.3	5	-7	4.9	4	-64	-4	-136	-6	-25
COc1ccc(OC)c(N(CC(=O)Nc2cccc(C(F)(F)F)c2)S(C)(=O)=O)c1	13	-0.1	8	0	0.5	-13	14	12	16	6	-31
CCCCOC(=O)c1ccc(NC(=O)C2CCCO2)cc1 (stereo not drawn)	-84	0.1	10	-3	5.4	3	-28	-43	-128	-60	-1
CCCCc1ccc(CC(=O)Nc2cc(S(=O)(=O)N3CCOCC3)ccc2O)cc1	-2	-0.3	-3	-1	0.3	-22	5	-7	17	-16	-14
CC(=O)N1c2ccccc2C(=O)OC1c1cccnc1 (stereo not drawn)	11	-0.1	7	3	-3.4	7	-7	2	14	-3	-20
CCOC(=O)C1=CCN(S(=O)(=O)c2ccccc2F)C1c1cccc(C)c1 (stereo not drawn)	11	0.2	-11	x	1.8	-6	x	2	22	4	-15
Cc1c(C(=O)NCCCN2CCOCC2)sc2ncnc(N3CCN(c4ccccc4)CC3)c12	-3	0.2	1	x	7.2	-9	3	21	16	15	-28
CCc1ccccc1NC(=O)N[C@@H](C)C(=O)OC	-22	0.1	4	-2	0.0	-1	5	0	-2	-29	-3
CCCCn1c(N)c(N(CCOC)C(=O)CN2C(=O)C3CCCCC3C2=O)c(=O)[nH]c1=O (stereo not drawn)	8	-0.1	-18	3	-0.2	-1	-1	13	7	-25	12
COc1ccc(-c2csc(N)n2)cc1F	-174	0.1	-14	-1	-1.4	5	-59	-33	-178	-28	-50
Cc1ccccc1-n1ncc2c([N+](=O)[O-])cc([N+](=O)[O-])cc21	-91	2.6	6	4	-0.5	-18	67*	2	-142	-4	4
Cc1sc2nc(SCC(=O)NCc3ccco3)n(-c3ccccc3)c(=O)c2c1C	0	-0.1	-14	1	-0.6	1	-2	4	10	32	-10
O=C(N/N=C\c1cn[nH]c1-c1ccccc1)c1cccnc1	-18	-0.1	-3	-1	2.4	4	7	5	10	-4	-5
NC(=O)c1nn(-c2ccccc2)nc1NC(=O)CN1CCCC1	9	-0.1	-7	1	-0.4	-8	6	1	-6	-39	12
O=C(/C=C/c1ccco1)N(Cc1ccc(Cl)cc1)C1CCS(=O)(=O)C1 (stereo not drawn)	8	0.0	-7	-1	-0.1	1	4	-8	9	8	-22
CC1=C(C(=O)O)N2C(=O)C(NC(=O)c3nn(C)cc3Cl)C2SC1 (stereo not drawn)	19	-0.1	-6	0	1.5	8	-3	10	-1	-9	-13
CCc1cc(=O)oc2c(CN3CCCC3)c(O)c(Cl)cc12	12	-0.3	-14	-1	3.6	-9	2	-11	12	-10	-17

An excerpt of these results, with values under each structure:
Each structure is followed by: HIF-2a block, aDG glyco act, CF NFkB block, NR2E3 ag-1, iPSC survival up, KKLEB cytotox, TRPM1 prom inh, TWEAK-Fn14 inh, Peg3 promoter, Shn3 3UTR inh, NR2E3 ag-2
CCc1ccc(CN(C)C(=O)c2cc(=O)c3ccccc3o2)cc1
  -8, 0.1, -7, 1, -0.2, 12, -12, 25, 9, 8, -10
O=C(CN1C(=O)C2CC=CCC2C1=O)Nc1nc2ccc(F)cc2s1 (stereo not drawn)
  -35, -0.2, 14, 5, 1.3, 3, 6, 6, -16, -12, -1
Cc1ccc(C2c3[nH]c4ccccc4c3C[C@H]3C(=O)N(c4ccccc4C(=O)NCCN4CCOCC4)C(=O)N23)cc1 (stereo partly drawn)
  7, -0.4, 7, 1, -1.9, -15, 6, 4, 17, -3, -4
COc1c(/C=N/NC(=O)[C@H]2C[C@@H]2c2ccccc2)c(CCN(C)C(C)=O)cc2c1OCO2
  21, -0.1, 10, -2, -0.5, -1, 7, 5, 18, 9, 6
O=C1CCC(=O)N1OCCCOc1ccc(Br)cc1Cl
  4, -0.1, 2, x, 0.7, 1, -7, -8, -12, -1, -32
Cc1cc(Br)ccc1NC(=O)CN(C)C(=O)C1CSC2(C)CCC(=O)N12 (stereo not drawn)
  4, 0.0, -1, 4, 4.8, -11, 6, -7, 19, 2, -15
CCOc1ccccc1NC(=S)NNS(=O)(=O)c1c(C)cc(C)cc1C
  6, 0.2, -5, 2, 3.6, 4, -4, -2, -4, -7, -6
CCC1(c2ccccc2)NC(=S)N(c2ccc(C)c(C)c2)N1 (stereo not drawn)
  -154, 0.7, -11, 4, -0.5, 8, -4, -14, -203, -41, -61
O=C(NCCc1ccccc1)c1cnc2n(c1=O)CCS2
  -208, 0.3, 5, -7, 4.9, 4, -64, -4, -136, -6, -25
COc1ccc(OC)c(N(CC(=O)Nc2cccc(C(F)(F)F)c2)S(C)(=O)=O)c1
  13, -0.1, 8, 0, 0.5, -13, 14, 12, 16, 6, -31
CCCCOC(=O)c1ccc(NC(=O)C2CCCO2)cc1 (stereo not drawn)
  -84, 0.1, 10, -3, 5.4, 3, -28, -43, -128, -60, -1
CCCCc1ccc(CC(=O)Nc2cc(S(=O)(=O)N3CCOCC3)ccc2O)cc1
  -2, -0.3, -3, -1, 0.3, -22, 5, -7, 17, -16, -14
CC(=O)N1c2ccccc2C(=O)OC1c1cccnc1 (stereo not drawn)
  11, -0.1, 7, 3, -3.4, 7, -7, 2, 14, -3, -20

(further entries)
SMILES	HIF-2a block	aDG glyco act	CF NFkB block	NR2E3 ag-1	iPSC survival up	KKLEB cytotox	TRPM1 prom inh	TWEAK-Fn14 inh	Peg3 promoter	Shn3 3UTR inh	NR2E3 ag-2
CCOC(=O)CSc1nnc(CNc2ccc(Cl)cc2)n1Cc1ccccc1	20	0.1	5	-3	4.0	5	-1	19	-1	-19	18
O=C(N/C(=C\c1ccc(Br)cc1)C(=O)N1CCCC1)c1cccs1	14	0.3	-11	2	-1.8	4	13	-18	22	-16	15
CCN(CC)CCCN(Cc1cc2cc3c(cc2[nH]c1=O)OCCO3)C(=O)Nc1ccccc1	5	-0.1	-2	3	-2.2	-1	-15	37	7	4	-8
O=C(CCSc1ccccc1)N1CCCC1	-166	0.7	-1	2	-0.9	-7	-67	2	-204	-61	-31
O=C(c1ccc2c(c1)OCO2)C1CCCN(Cc2cc(F)ccc2-n2cccn2)C1 (stereo not drawn)	15	0.0	-5	0	0.1	-8	-1	-25	-2	-8	-1
COc1cccc(CNC(=O)CCC2CCCN(C(=O)c3cccc(Cl)c3)C2)c1 (stereo not drawn)	19	0.4	6	4	-0.5	-3	14	9	8	11	-17
COc1ccccc1C(=O)NCC(=O)NC(C)c1ccc(-n2ccnc2)cc1 (stereo not drawn)	9	-0.3	-13	-1	-0.3	13	-10	-4	3	10	6
CCCn1c(-c2ccc(C(=O)OC)cc2)nc2c1c(=O)[nH]c(=O)n2Cc1ccccc1	7	0.0	-5	-2	-0.5	1	19	-9	5	-8	-2
CCOC(=O)c1cc(S(=O)(=O)N2CCC(C)CC2)cn1C	1	0.0	-7	0	-0.7	-4	-2	3	9	-10	-10
O=C(Nc1ccncc1)c1cn(-c2ccccc2)nc1-c1cccs1	-112	3.4	5	-2	-3.3	2	-19	17	-91	-14	-4
COC(CN(C)C(C(=O)NC1CCCCC1)c1ccccc1)OC (stereo not drawn)	8	1.8	-9	5	-0.6	6	0	81*	5	23	-8
COc1cc(NC(=O)c2cc(OC)c(OC)c(OC)c2)cc(-n2cnnn2)c1	11	-0.1	-17	3	0.3	-4	-5	-36	7	22	-16
Cc1nn(Cc2noc(C(=O)NCc3ccc4c(c3)OCO4)n2)c(C)c1Br	15	0.1	8	1	-0.2	-3	-11	-22	-2	1	9
O=C(CCc1c[nH]c2ccccc12)N1CCCC1	-19	0.0	9	7	-0.7	9	-14	13	-12	-30	-24
Cc1ccc(CCNC(=O)Cn2ncc3c([nH]c4ccccc43)c2=O)cc1	5	0.0	21	3	7.3	1	2	19	23	-26	-23
Cc1cc(C)nc(-n2nc(C)c(C3(O)C(=O)Nc4ccc(F)cc43)c2N)n1 (stereo not drawn)	4	0.1	-6	1	3.4	5	-5	-10	-8	4	4
Cc1cccc(NS(=O)(=O)c2ccc(NC(=O)N3CCCCC3)cc2)c1	12	0.7	-21	0	-0.1	2	29	12	-11	65	43
CC(NC(=O)C1CCN(c2nnc(-n3cccc3)s2)CC1)C12CC3CC(CC(C3)C1)C2 (stereo not drawn)	3	0.0	-12	1	-2.2	4	-13	-1	-16	3	-10
O=c1c2ccccc2[nH]c(=S)n1Cc1ccc2c(c1)OCO2	-1	-0.2	-16	-3	-0.3	-4	0	-2	6	-5	-17
CCCC1CC(=O)NC1(C(=O)OCC)C(=O)OCC (stereo not drawn)	2	-0.1	6	x	3.1	8	-6	0	1	3	18
CC(=O)N1CCn2c3ccc(C)cc3c3cccc1c32	-182	-0.1	-10	2	-0.3	-5	-9	-21	-165	-26	-64
O=C(Nc1ccccc1Oc1ccccc1)C1CC1	10	-0.1	2	3	3.4	4	-5	23	13	-13	2
CCOC(=O)C(C)/C(C)=N\Nc1ccc([N+](=O)[O-])cc1[N+](=O)[O-] (stereo not drawn)	22	1.5	-31	-2	1.6	0	3	-9	5	56	40
Cc1nc(CC(=O)Nc2nc(C(C)(C)C)cs2)cs1	-26	0.3	-10	2	0.4	4	-12	5	-27	-8	0
C[C@@H]1CCC[C@]2(O[C@H](CCO)C[C@@H](O)[C@@H]2O)O1	5	0.0	4	-1	-2.4	6	10	1	3	7	-9

Bioassay records from PubChem.
